# Furin inhibitor = human furin inhibition. P09958. purified furin, fluorogenic substrate cleavage. inhibition, % at 30 µM. hit rate 0.061% among 220,000. AID 463115; in the data active means inhibition above about 25%; further: inactives centre near -15
# Runt-SMMHC FRET = Runt domain-CBFb-SMMHC interaction inhibition | Q01196+Q13951 | Cerulean-Runt/Venus-CBFb-SMMHC FRET ratio 530/480, 1 h | inhibition, % at 20 µM | hit rate 0.74% among 220,000;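 active means mean inhibition across duplicate retests at 20 µM reaching about 50%, limit read from the data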;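 further: 0% = DMSO wells and 100% = wells with excess untagged CBFb-SMMHC; inhibitors lower the FRET ratio by blocking Runt binding to CBFb-SMMHC; some results filed as inactive read as strong as hits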
# Target sequence (Q01196 whole entry, looked up, the tested form may be a part): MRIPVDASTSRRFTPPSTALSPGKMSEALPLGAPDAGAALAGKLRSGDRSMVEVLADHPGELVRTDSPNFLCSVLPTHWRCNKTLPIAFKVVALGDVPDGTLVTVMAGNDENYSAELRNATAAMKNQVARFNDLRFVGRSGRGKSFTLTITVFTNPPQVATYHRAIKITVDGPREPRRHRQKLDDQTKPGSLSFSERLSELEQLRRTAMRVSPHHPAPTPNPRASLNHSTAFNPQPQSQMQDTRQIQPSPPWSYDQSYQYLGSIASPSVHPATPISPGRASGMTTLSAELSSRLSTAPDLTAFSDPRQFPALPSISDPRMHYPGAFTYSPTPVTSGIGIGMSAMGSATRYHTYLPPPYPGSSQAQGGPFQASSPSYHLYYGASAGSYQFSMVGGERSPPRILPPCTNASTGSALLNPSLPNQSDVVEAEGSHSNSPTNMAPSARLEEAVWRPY
# Target sequence (Q13951 whole entry, looked up, the tested form may be a part): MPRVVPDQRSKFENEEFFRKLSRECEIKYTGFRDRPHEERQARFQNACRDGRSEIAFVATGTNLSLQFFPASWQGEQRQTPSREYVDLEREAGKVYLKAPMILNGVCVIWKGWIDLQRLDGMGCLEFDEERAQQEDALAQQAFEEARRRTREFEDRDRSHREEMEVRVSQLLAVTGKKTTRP
# Calpain2 inh = calpain II (pig) inhibition | hit rate 0.37% among 220,000 | inhibition, % at 16 µM | purified calpain II, fluorogenic peptide substrate, 30 min;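 active means inhibition above about 50%, limit read from the data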
# EBV gp42 inh = inhibitors of Epstein-Barr virus glycoprotein 42; hit rate 0.42% among 220,000; inhibition, % (tested at 21.74 µM); AID 1085; Fluorescence polarization binding assay, mP read-out; Q1HVG2; in the data active means inhibition above about 50%
# RBBP9 inhibitor = blocks human serine hydrolase RBBP9. recombinant RBBP9, FP-Rh probe fluorescence polarization. inhibition, % at 7.94 µM. hit rate 0.2% among 220,000. AID 1515;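 active means inhibition above the campaign mean of all tested compounds plus 3 SD, cut at about 14% in these data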;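 further: plate controls were DMSO wells with RBBP9 for no effect and wells lacking RBBP9 protein for full effect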
#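 Assay system: recombinant human RBBP9; Reagent: Serine-hydrolase probe FP-Rh, 375 nM pre-mixing; Doses: 7.94 µM single dose, 0.794% DMSO; Incubation: 30 min then 45 min, 25 °C; Detection: fluorescence polarization (mP), excitation 525 nm, emission 598 nm; Evaluation: percent inhibition from mP, scaled between DMSO and no-protein wells.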
# TbHK1 inh = blocks Trypanosoma brucei hexokinase 1 activity; recombinant TbHK1, G6PDH-coupled NADH A340; inhibition, % at 10 µM; hit rate 0.11% among 220,000; AID 1430;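 active means inhibition of 50% or more in the single-dose primary screen; inactive means inhibition below 50%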
# p97 inhibitor = inhibitors of human p97 ATPase; AID 1481; hit rate 0.42% among 220,000; inhibition, % at 8 µM; recombinant p97 ATPase, Kinase-Glo ATP luminescence, 3 h; in the data active means inhibition above about 15%;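 further: 0% = DMSO vehicle and 100% = wells lacking enzyme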
# Runt-CBFb FRET = blocks binding of human RUNX1 Runt domain to CBFb; Cerulean-Runt/Venus-CBFb FRET ratio 530/480, 1 h; inhibition, % at 20 µM; hit rate 0.46% among 220,000;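 active means inhibition over about 50% at 20 µM in the single-dose screen, limit read from the data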;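 further: 0% = DMSO wells and 100% = excess unlabeled CBFb competitor control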
#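 Buffer or medium: Tris pH 7.5 buffer with BSA. Assay system: Cerulean-labeled Runt domain protein. Amount: each fluorescent fusion protein 100 nM. Read-out basis: loss of energy transfer signal. Incubation: 1 h compound exposure, room temperature. Probe or stimulus: Venus-CBFb binding partner, 100 nM. Detection: FRET, excitation 422 nm, emission at 530 and 480 nm.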
# NCF1 inh = p47phox (human) inhibition | P14598 | inhibition, % at 24.7 µM | p47phox/p22phox peptide binding, fluorescence polarization, 2 h | AID 1274 | hit rate 0.53% among 220,000;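 active means inhibition above about 30%, limit read from the data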;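 further: 0% = p47phox with labelled peptide and 100% = labelled peptide alone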
# Target sequence (P14598 whole entry, looked up): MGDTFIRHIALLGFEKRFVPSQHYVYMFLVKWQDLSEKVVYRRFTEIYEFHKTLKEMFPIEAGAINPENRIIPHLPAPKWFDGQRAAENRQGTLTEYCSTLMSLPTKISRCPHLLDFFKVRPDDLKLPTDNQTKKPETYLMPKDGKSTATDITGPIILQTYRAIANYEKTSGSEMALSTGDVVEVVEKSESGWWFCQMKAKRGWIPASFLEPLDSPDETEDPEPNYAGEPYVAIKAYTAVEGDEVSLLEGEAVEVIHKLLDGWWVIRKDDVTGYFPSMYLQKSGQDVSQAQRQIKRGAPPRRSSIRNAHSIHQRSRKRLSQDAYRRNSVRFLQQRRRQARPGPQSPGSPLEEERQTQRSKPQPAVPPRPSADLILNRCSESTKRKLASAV
# An asterisk follows results filed as active; i = inactive; . = no result given; [ ] = another dose, or the depositor's remark. These rows are one share of the data; count on the stated rates, not on these rows.
SMILES,Furin inhibitor,Runt-SMMHC FRET,Calpain2 inh,EBV gp42 inh,RBBP9 inhibitor,TbHK1 inh,p97 inhibitor,Runt-CBFb FRET,NCF1 inh
C=CC1CN2CCC1CC2[C@@H](OC(=O)c1ccc(OC)cc1)c1ccnc2ccccc12 (some centres undefined),-12,1,6,-3,-11,-3,-11,-4,-12
Cc1ccccc1NC1=NCC(C)S1 (centres undefined),-14,-6,7,-16,-5,-4,6,-2,-1
COc1ccc(/C=C2\C(=O)NC(=S)N(C)C2=O)cc1C,-25,19,15,-11,-5,-1,5,29,-38
COCCCNC(=O)c1c(N)n(Cc2ccco2)c2nc3ccccc3nc12,-28,81*,-309,8,-1,-29,6,76*,-21
CCNC(=S)NCCC1=c2ccccc2=N/C1=C\c1c(O)n(C)c(=O)n(C)c1=O,-17,-15,-17,-15,5,-29,1,3,7
Cc1ccc2nc(N3CCN(C)CC3)[nH]c2c1,-22[20 µM],1,2,-11,4,1,8,2,-2
CC(C)(C)NC(=O)NC(=O)CN1CC=C(c2ccccc2)CC1,-7,-1,31,-1,-5,2,2,1,-2
CNC(=O)c1cccn(Cc2ccc(C(F)(F)F)cc2)c1=O,-32,0,-3,-1,-10,-1,-6,-1,-5
O=c1[nH]c2ccccc2c(=O)n1-c1ccc(Cl)cc1Cl,-26,0,-15,-6,-8,-9,3,3,-4
[N-]=[N+]=NCc1cn2cccnc2n1,-22,-5,-353,-15,0,-3,5,1,-6
COc1cc2c(C(=O)N3CCN(C)CC3)c(C)n(C)c2cc1Br,-18,-23,21,0,11,-1,3,3,-10
COC(=O)[C@@H](N)CCCN=C(N)N[N+](=O)[O-],-9,-8,-20,-18,.,-7,.,-1,7
O=C(O)C1CSC(c2cccnc2)N1 (centres undefined),-19,4,6,-19,-6,-2,4,2,-10
CCCNc1nc(OC)nc(N2CC3CC(C2)c2cccc(=O)n2C3)n1 (centres undefined),-33,-2,-13,-19,0,-1,6,0,-6
O=C(C[N+]12CCC(CC1)C(OC(=O)c1ccccc1)C2)c1ccc([N+](=O)[O-])cc1 (centres undefined),-20,-3,12,-12,-1,-2,8,-1,-4
CC(C)C12CN3CCN(CC(C3)C1O)C2 (centres undefined),-4[20 µM],-1,-302,-16,-12,9,0,-1,-9
Cc1ccc(S(=O)(=O)N(c2cc(Cl)c(O)c(Cl)c2)P(=O)(OC(C)C)OC(C)C)cc1,-22,4,-29,2,-4,2,-1,0,9
CN1C(=O)N(C)C(=O)C2(Cc3ccccc3N3CCOCC32)C1=O (centres undefined),-1[20 µM],0,-15,-7,4,2,6,0,-2
CN1CCN(c2ccc([N+](=O)[O-])cc2Cl)CC1,-12,0,-18,-4,-6,-16,2,4,-1
CC12CN3CC(C)(CN(C1)C3c1ccncc1)C2=O (centres undefined),-22,-10,-30,0,-9,3,8,-2,1
CC1CCN(C(=O)C(C)Cl)CC1 (centres undefined),-28,-3,-26,1,-3,-6,1,2,-4
O=c1[nH]c(=O)n(CCC2=CCCCC2)c(O)c1/C=N/Nc1ccccc1,0,-2,9,-26,1,5,6,-6,-44
CN1c2ccc([N+](=O)[O-])cc2CC2(C(=O)NC(=O)N(c3ccc(Br)cc3)C2=O)C1c1ccccc1 (centres undefined),-8,-8,11,-24,-8,9,7,-4,-12
CCOP(=O)(OCC)C(O)c1cccnc1 (centres undefined),-20,-3,15,-24,-1,-4,10,0,0
O=C(Nc1ccc2ccccc2c1)N1C[C@H]2C[C@@H](C1)c1cccc(=O)n1C2,-15,-5,19,-13,3,-13,6,9,0

# (cont.)
SMILES,Furin inhibitor,Runt-SMMHC FRET,Calpain2 inh,EBV gp42 inh,RBBP9 inhibitor,TbHK1 inh,p97 inhibitor,Runt-CBFb FRET,NCF1 inh
COc1cccc(-n2c(=S)[nH]c3ccccc3c2=O)c1,-17,0,-1,-16,-2,-9,9,0,-12
O=c1[nH]c(=O)n(Cc2ccccc2Cl)c(O)c1/C=C1/C=CC=N1,-23,-68,2,58*,-15,-1,8,-22,-135
c1ccc2c3c([nH]c2c1)C1(CCNCC1)NCC3,-33,1,-1,-9,1,-1,3,-3,0
CCOc1ccccc1OCC(=O)Nc1ccc(Cl)cc1C(=O)c1ccccc1,-18,0,33,6,-8,4,2,-1,8
COCCCNC(=O)c1c(NC(=O)c2ccccc2)n(Cc2ccccc2)c2nc3ccccc3nc12,-24[20 µM],.,.,.,3,-16,3,.,.
CC(=O)N1N=C2C3CCN(CC3)C2C1c1ccc(F)cc1 (centres undefined),-23,-3,1,-13,-7,0,4,0,-17
COc1ccccc1/C=C1/C(=N/O)C2CCN1CC2,-12,2,-17,-11,4,-5,2,-1,-8
CCCCOC(=O)COc1cc(C)cc2oc(=O)c3c(c12)CCC3,-16,-6,15,-29,-12,2,1,-8,-4
Clc1ccc(OCC#CCN2CCCC2)cc1,-24,-2,6,-10,-3,-3,3,-2,1
CN1C(=O)CN=C(c2ccccc2)c2cc(Cl)ccc21,.,-5,-9,-5,-2,.,6,0,-13
Cc1nn(Cc2ccccc2Cl)c(C)c1C(=O)NC1CCCc2ccccc21 (centres undefined),-13,2,1,-9,-2,3,-1,-2,-6
O=C(N/N=C/c1c(O)n(-c2ccccc2)c(=O)[nH]c1=O)c1ccncc1,14,10,8,-31,-9,-6,-1,3,-63
O=C(CCCOc1ccc(Cl)cc1Cl)N1CCC2(CC1)OCCO2,-22[20 µM],-1,-6,-6,-5,-18,-3,-2,5
CCOC(=O)c1c(C)n(Cc2ccc3c(c2)OCO3)c2ccc(O)cc12,-24[20 µM],-1,-38,3,0,-1,2,1,-6
C[n+]1c(-c2ccccc2)cc(CCCCc2cc(-c3ccccc3)[n+](C)c(-c3ccccc3)c2)cc1-c1ccccc1,-23,2,-44,-4,-6,-2,9,2,-10
CNC(=S)N1CCn2cccc2C1c1cccnc1 (centres undefined),-22,2,-15,-17,-3,-4,4,1,1
Cc1nc2cc(-c3ccc(Cl)cc3)nn2c(C)c1CCC(=O)N1CCC2(CC1)OCCO2,-24[20 µM],.,.,.,-8,-17,0,.,.
CNP(=S)(NC)OCCOc1ccc(OC)cc1,-14,-1,-28,-4,-6,0,-1,-1,0
COc1ccc(NP(=O)(Oc2cccc(C)c2)Oc2cccc(C)c2)cc1OC,-10,-2,34,-11,-8,-6,1,-1,-5
C=CCn1c(=O)c(C=Nc2cccc([N+](=O)[O-])c2)c(O)n(CCCC)c1=O,0[20 µM],-41,-7,-39,-3,-6,0,.,-39
CCC(=NC1CCN(Cc2ccccc2)CC1)c1c(O)[nH]c(=O)[nH]c1=O,-27,-4,11,-8,1,26,2,0,-3
CC1(C)CN=C(Nc2nc3ccccc3s2)S1,-10[20 µM],0,-15,2,-7,-3,-6,-1,-5
O=C(O)c1ccccc1N=Nc1c(O)[nH]c(=O)[nH]c1=O,-10,-6,-3,-9,-8,-35,5,-1,-8
CCCCCCNc1nc(OC)nc(N2CC3CC(C2)c2cccc(=O)n2C3)n1 (centres undefined),-21,-1,-11,-11,-4,-3,-3,0,7
O=c1c2cc(Br)ccc2[nH]c(=S)n1-c1ccccc1,-26,-3,-24,-12,-5,-11,3,1,4

# Quoted from the listing.
# Entry of CC1(C)CN=C(Nc2nc3ccccc3s2)S1 in Runt-SMMHC FRET: 0
# Entry of O=c1[nH]c(=O)n(Cc2ccccc2Cl)c(O)c1/C=C1/C=CC=N1 in Furin inhibitor: -23

# 7 records picked at random from the list so far:
SMILES,Furin inhibitor,Runt-SMMHC FRET,Calpain2 inh,EBV gp42 inh,RBBP9 inhibitor,TbHK1 inh,p97 inhibitor,Runt-CBFb FRET,NCF1 inh
Cc1ccccc1NC1=NCC(C)S1 (centres undefined),-14,-6,7,-16,-5,-4,6,-2,-1
Cc1nn(Cc2ccccc2Cl)c(C)c1C(=O)NC1CCCc2ccccc21 (centres undefined),-13,2,1,-9,-2,3,-1,-2,-6
O=c1[nH]c(=O)n(CCC2=CCCCC2)c(O)c1/C=N/Nc1ccccc1,0,-2,9,-26,1,5,6,-6,-44
O=C(Nc1ccc2ccccc2c1)N1C[C@H]2C[C@@H](C1)c1cccc(=O)n1C2,-15,-5,19,-13,3,-13,6,9,0
CC(C)(C)NC(=O)NC(=O)CN1CC=C(c2ccccc2)CC1,-7,-1,31,-1,-5,2,2,1,-2
COCCCNC(=O)c1c(NC(=O)c2ccccc2)n(Cc2ccccc2)c2nc3ccccc3nc12,-24[20 µM],.,.,.,3,-16,3,.,.
COc1ccc(/C=C2\C(=O)NC(=S)N(C)C2=O)cc1C,-25,19,15,-11,-5,-1,5,29,-38

# Additional records follow.
SMILES,Furin inhibitor,Runt-SMMHC FRET,Calpain2 inh,EBV gp42 inh,RBBP9 inhibitor,TbHK1 inh,p97 inhibitor,Runt-CBFb FRET,NCF1 inh
CCCNS(=O)(=O)c1ccc(OCC(=O)N2CCN(Cc3ccc4c(c3)OCO4)CC2)cc1,-15[20 µM],2,-8,-9,5,-8,-1,-1,-6
COc1cc(CN2CCCC(C(=O)c3sccc3C)C2)cc(Cl)c1O (centres undefined),-22,2,8,-2,-4,4,5,5,-16
O=C1/C(=C\c2ccc(Cl)cc2Cl)N2CCC1CC2,-14,3,-16,-6,8,-12,7,0,-10
CON(C)C(=O)Nc1ccc(Cl)cc1,-11[20 µM],-7,3,-18,-1,0,1,0,-4
CCCCOCCCn1c(N)c(C(=O)OCCOC)c2nc3ccccc3nc21,-71,103*,i,-21,-7,-19,-7,44,-3
O=C(c1cccn2c(=O)c3cc(Cl)ccc3nc12)N1CCC2(CC1)OCCO2,-27[20 µM],-1,i,-4,-11,-21,2,9,-3
CO[C@H]1[C@@H](OC)CC(OC2OC(CO)C(O)C(O)C2O)/C(=C\C#N)[C@@H]1O (some centres undefined),-10,-6,-10,-8,-4,-1,8,-2,2
O=C(O)C1C2CCC(O2)C1C(=O)Nc1ccc(Cl)cc1 (centres undefined),-17,-1,-13,-10,-2,2,1,-2,-13
CCOc1ccc(N=Cc2c(O)n(-c3cc(C)cc(C)c3)c(=O)[nH]c2=O)cc1,-8,-6,8,-14,-9,-44,6,-3,-21
O=P(Oc1ccccc1)(Oc1ccccc1)c1ccccc1,-5,-5,25,-14,8,-3,-1,2,-16
COCCNC(=O)c1c(NC(=O)c2ccco2)n(Cc2ccccc2)c2nc3ccccc3nc12,-13,98*,i,-45,-3,-16,-3,33,-16
NC(=O)CN1CCCC1=O,-5,-2,2,-10,-1,-8,5,-1,0
CC(C)=CCSc1nnc([C@@H](N)Cc2c[nH]c3ccccc23)o1,-14[20 µM],3,-31,-8,-7,-2,-1,1,-12
Cc1ccc(OCCSC2=NN2c2cc(C)nc(N)n2)cc1,-31,-6,6,-8,3,-13,4,0,.
O=C(c1cc2ccccn2n1)N1CCC2(CC1)OCCO2,-9,-1,8,-15,6,-1,3,0,-15
CCOC(=O)CN1C(=O)C2(C(C#N)=C(N)Oc3ccccc32)C(C(=O)OC)=C1C (centres undefined),-13[20 µM],2,-8,0,5,-1,3,-1,-17
COc1ccc(-n2cnc3cc(C(=O)N4CCC5(CC4)OCCO5)ccc32)cc1,-39,3,-14,-6,-3,-4,-1,-1,.
